Source: PubChem
SENP7 inh: inhibitors of human SENP7 protease. Q9BQF6. recombinant SENP7, Z-RLRGG-aminoluciferin luminescence, 40 min. inhibition, % at 5 µM. actives 1.5% (n = 330,000). AID 434973;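 active = inhibition above about 50% at the single test dose, limit read from the data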;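 also: plate controls were DMSO with enzyme for no effect and no enzyme buffer wells for full effect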
Target sequence (Q9BQF6 706-1050 limits assumed): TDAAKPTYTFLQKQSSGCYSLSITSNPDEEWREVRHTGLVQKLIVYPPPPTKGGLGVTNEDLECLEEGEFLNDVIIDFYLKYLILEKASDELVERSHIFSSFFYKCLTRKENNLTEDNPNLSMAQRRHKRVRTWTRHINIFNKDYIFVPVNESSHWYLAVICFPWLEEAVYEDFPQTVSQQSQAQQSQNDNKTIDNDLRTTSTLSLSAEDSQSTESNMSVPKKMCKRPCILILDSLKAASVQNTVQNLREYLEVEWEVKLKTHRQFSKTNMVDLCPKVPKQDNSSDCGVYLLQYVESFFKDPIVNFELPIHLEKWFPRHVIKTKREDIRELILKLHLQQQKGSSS
SENP8 inh: blocks the human protease SENP8 | inhibition, % at 10 µM | AID 2540 | Q96LD8 | purified SENP8, Z-RLRGG-aminoluciferin cleavage, luminescence | actives 1.2% (n = 330,000)
Target sequence (Q96LD8 whole entry, looked up): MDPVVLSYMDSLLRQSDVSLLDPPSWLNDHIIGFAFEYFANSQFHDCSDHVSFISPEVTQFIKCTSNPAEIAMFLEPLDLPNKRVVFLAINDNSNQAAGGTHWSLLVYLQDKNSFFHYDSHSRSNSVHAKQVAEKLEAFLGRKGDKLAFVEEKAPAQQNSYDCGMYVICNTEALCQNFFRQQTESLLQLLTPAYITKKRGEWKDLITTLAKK
Gli-Sufu antag: blocks Gli-Sufu signaling in a luciferase reporter | Sufu-KO-LIGHT fibroblasts, Gli luciferase reporter luminescence | inhibition, % at 5 µM | actives 0.74% (n = 340,000);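 active = inhibition above about 55%, limit read from the data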;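 also: 0% = DMSO-treated cells and 100% = wells with medium but no cells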
UBC13 polyUb: inhibitors of human UBC13 polyubiquitin chain formation; P61088; TR-FRET; inhibition, % at 20 µM; actives 0.47% (n = 330,000); AID 485273; in the data active = inhibition above about 45%, passing the limit was not always enough
Target sequence (P61088 whole entry, looked up): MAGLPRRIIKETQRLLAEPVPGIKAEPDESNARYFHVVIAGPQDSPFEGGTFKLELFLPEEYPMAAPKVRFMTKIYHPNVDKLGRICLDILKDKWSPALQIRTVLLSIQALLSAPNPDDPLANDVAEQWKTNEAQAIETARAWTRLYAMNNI
Apaf1 inhib: blocks human Apaf-1 apoptosome activity | O14727 | actives 0.71% (n = 330,000) | reconstituted apoptosome caspase-3 activity, DEVD-Rh110 fluorescence | inhibition, % at 20 µM; active = inhibition of at least 40% at 20 µM;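 also: plate controls were DMSO wells for no effect and DEVD-CHO caspase inhibitor wells for full effect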
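Material: reconstituted apoptosome with Apaf-1, cytochrome c, caspase-9, procaspase-3, dATP. Technique: Rh110 fluorescence intensity. Buffer or medium: pH 7.5 Hepes buffer with CHAPS, BSA, DTT. Times: 30 min plus 50 min, RT.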
Jurkat NFkB inh: inhibitors of the PMA/ionomycin-induced NF-kB reporter in Jurkat cells; PMA/ionomycin-induced NF-kB luciferase reporter, luminescence; AID 435003; inhibition, % at 4 µM; actives 0.53% (n = 330,000)
HKDC1 inhibitor: blocks human hexokinase HKDC1 activity; inhibition, % at 20 µM; recombinant HKDC1, G6PDH/diaphorase resazurin coupled fluorescence; actives 0.16% (n = 340,000);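 active = inhibition above about 35% when tested at 20 µM, limit read from the data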;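 also: plate controls were DMSO wells with enzyme for no effect and DMSO wells lacking enzyme for full effect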
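Incubation: 90 min at room temperature in dark / Material: recombinant HKDC1 (HK5) hexokinase enzyme, produced in-house / Quantity: enzyme 5 µg/mL final / Compound: one dose of 20 µM, 1% DMSO / Reagent: glucose and ATP substrates / Buffer or medium: Tris pH 8.0 buffer with MgCl2, Tween-20, BSA, BME / Technique: resorufin fluorescence at 613 nm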
697 NFkB inh: lowers PMA/ionomycin-induced NF-kB signal in 697 B cells | 697 B-cell NF-kB luciferase reporter, 16 h | inhibition, % at 4 µM | actives 0.33% (n = 330,000) | AID 435022; in the data active = inhibition above about 35%
The depositor's hits bear a star; x = not tested or not shown. Rule as the data show it, unless noted: active = inhibition above about 50%; inactive = the rest.

Order of values: SENP7 inh	SENP8 inh	Gli-Sufu antag	UBC13 polyUb	Apaf1 inhib	Jurkat NFkB inh	HKDC1 inhibitor	697 NFkB inh
- CC1CCC(NC(=O)c2cc3c(s2)CCCC3)CC1 (stereo not given)
  -10	-3	-48	-5	9	-83	-3	-87
- c1ccc(-n2cnnc2SCc2nc3ccccc3s2)cc1
  0	6	3	-3	3	-72	-1	-93
- Cc1ccc(S(=O)(=O)N2CCN(C(=O)CCC(=O)NC3CCCc4ccccc43)CC2)cc1 (stereo not given)
  2	0	-2	-4	21	10	-4	-23
- O=C(NC1CCN(C(=O)Nc2ccccc2Cl)CC1)c1ccco1
  -2	-7	30	8	0	17	3	2
- CCOC(=O)C1CCCN(c2cc(=O)n(Cc3ccc(F)cc3)c(=O)[nH]2)C1 (stereo not given)
  0	3	0	1	-14	-14	-12	14
- NC(=O)CCCc1nc(-c2ccccc2)no1
  -1	-10	-1	3	3	-4	-6	-5
- Cc1nn2c(N3CCOCC3)cc(C(C)C)nc2c1-c1ccccc1
  8	3	-13	11	9	3	-3	3
- OCCOCCn1c(CCNc2nc(-c3ccc(F)cc3)cs2)nc2cc(C(F)(F)F)ccc21
  -4	6	18	9	18	15	-1	-17
- N#C/C(=C\c1ccc[nH]1)C(=O)NC1CC1
  -6	6	4	-1	-19	0	-10	7
- COc1cc(C(C)=O)ccc1OCC(=O)Nc1cc(Cl)ccc1-n1cncn1
  -5	-3	2	-2	-6	-11	-2	5

Reprinted at random: 6 records from the list.
Order of values: SENP7 inh	SENP8 inh	Gli-Sufu antag	UBC13 polyUb	Apaf1 inhib	Jurkat NFkB inh	HKDC1 inhibitor	697 NFkB inh
- NC(=O)CCCc1nc(-c2ccccc2)no1
  -1	-10	-1	3	3	-4	-6	-5
- N#C/C(=C\c1ccc[nH]1)C(=O)NC1CC1
  -6	6	4	-1	-19	0	-10	7
- OCCOCCn1c(CCNc2nc(-c3ccc(F)cc3)cs2)nc2cc(C(F)(F)F)ccc21
  -4	6	18	9	18	15	-1	-17
- CCOC(=O)C1CCCN(c2cc(=O)n(Cc3ccc(F)cc3)c(=O)[nH]2)C1 (stereo not given)
  0	3	0	1	-14	-14	-12	14
- Cc1nn2c(N3CCOCC3)cc(C(C)C)nc2c1-c1ccccc1
  8	3	-13	11	9	3	-3	3
- Cc1ccc(S(=O)(=O)N2CCN(C(=O)CCC(=O)NC3CCCc4ccccc43)CC2)cc1 (stereo not given)
  2	0	-2	-4	21	10	-4	-23

Going on with the list:
Order of values: SENP7 inh	SENP8 inh	Gli-Sufu antag	UBC13 polyUb	Apaf1 inhib	Jurkat NFkB inh	HKDC1 inhibitor	697 NFkB inh
- O=C(COc1ccc(Cl)cc1Cl)Nc1c(-c2cccs2)nc2ccccn12
  0	-5	7	-6	-1	3	-8	5
- COc1ccc(C(C#N)=C2C=CC(=NO)C=C2)cc1
  -3	-4	-8	-38	13	-5	12	-2
- CCN(CC)C(=S)NC(=O)c1cc(OC)c(OC)c(OC)c1
  -4	2	-2	4	-7	-6	8	5
- COc1cc(CN(C2CCCCC2C)S(=O)(=O)c2ccc(S(=O)(=O)NC3CC3)cc2)cc(OC)c1OC (stereo not given)
  0	0	15	-6	15	-7	0	36*
- CCn1c(=O)c(=O)[nH]c2cc(C(=O)NC3CCCC3)ccc21
  3	-1	2	6	-3	4	-5	13
- CCCc1cc(=O)[nH]c2nnc(SCC(=O)Nc3ccc4c(c3)OCCO4)n12
  -3	1	-21	-8	1	9	-4	17
- CCN(C(=O)CN1C=NS(=O)(=O)c2ccccc21)c1ccccc1
  -4	-1	6	7	5	2	-9	7
- COc1cccc(CC(=O)Nc2cc(S(=O)(=O)N3CCOCC3)ccc2OC)c1
  0	-3	-2	2	6	-5	-4	12
- COc1ccc(-c2[nH]ncc2CN2CCCN(C(=O)c3ccco3)CC2)cc1F
  -4	-4	-3	-9	-8	-5	-6	7
- CCCN(CCC)c1nc(C#N)nc(N(CCC)CCC)n1
  -6	-6	7	-5	9	-13	0	-5

Next section
Order of values: SENP7 inh	SENP8 inh	Gli-Sufu antag	UBC13 polyUb	Apaf1 inhib	Jurkat NFkB inh	HKDC1 inhibitor	697 NFkB inh
- CCOC(=O)C(/C=C(\C#N)C(=O)OCC)=C(/N)N1CCN(c2ccc(Cl)cc2)CC1
  7	-3	-31	-1	16	-2	5	22
- O=C1c2cccc3c([N+](=O)[O-])ccc(c23)C(=O)N1CCc1ccccn1
  5	-7	8	-6	-1	29	-1	6
- OC1(c2cccc(C(F)(F)F)c2)CCN(c2ncnc3c2[nH]c2ccccc23)CC1
  -4	-5	19	8	23	-38	-1	-21
- Cc1ccc(-n2nnnc2SCC(=O)N(CC(C)C)c2c(N)n(CC(C)C)c(=O)[nH]c2=O)cc1
  -5	6	-10	-5	2	-6	-3	0
- CC(C)C(=O)NC(c1cccc([N+](=O)[O-])c1)c1ccc2cccnc2c1O (stereo not given)
  5	-13	74*	-7	-4	35	-29	-32
- COc1ccccc1NC(=O)NCCN1C(=O)C2C3C=CC(C3)C2C1=O (stereo not given)
  0	5	9	8	-9	-16	0	8
- CCCCc1ccc(-c2csc(/C(C#N)=C/c3ccco3)n2)cc1
  2	1	-49	-9	9	-9	-1	3
- O=C(COC(=O)C1CC2C=CC1C2)NCc1ccccc1Cl (stereo not given)
  -5	-5	-8	5	-2	-2	-12	21
- O=C(O)CCSc1nc2ccccc2n1-c1ccccc1
  0	-5	12	-2	16	-9	-2	-3
- Cc1ccc(NC(=O)CN(C)Cc2cc(=O)n3ccsc3n2)cc1
  -3	-7	30	-8	-12	8	-2	10

The list goes on:
Order of values: SENP7 inh	SENP8 inh	Gli-Sufu antag	UBC13 polyUb	Apaf1 inhib	Jurkat NFkB inh	HKDC1 inhibitor	697 NFkB inh
- CC(C)NC(=O)c1onc(CSc2ccc(Cl)cc2)c1C(=O)O
  4	-5	-3	27	3	1	6	23
- Cc1ccccc1C(=O)NC(=S)Nc1ccc(S(=O)(=O)N2CCOCC2)cc1
  1	0	-1	9	10	6	-11	11
- Cc1ccc(C(=O)NC2CCCCNC2=O)cc1 (stereo not given)
  -3	2	-23	5	-19	-23	-3	-11
- CCCCN1C(=O)C(=O)NC[C@@H]1C(C)O (stereo not given in full)
  1	-8	-3	-11	-5	-1	-2	4
- CC1(C)C2CC=C(/C=N/NC(=O)C3CC3)C1C2 (stereo not given)
  5	2	18	15	3	3	-3	14
- Cc1ccc(SCC(=O)Nc2ccccc2C(=O)N2CCOCC2)cc1
  7	1	3	-3	-1	-1	-3	-3
- Cc1ccc(S(=O)(=O)N2CCN(C(=O)CSc3ccc(Cl)cc3)CC2)cc1
  -9	-3	11	-2	23	0	-2	2
- CCOc1cccc(-c2c(C(=O)N/N=C/c3ccc(Br)cc3)nnn2-c2nonc2N)c1
  0	-2	8	-3	12	2	0	-3
- Cc1ccc(CCNC(=O)CS(=O)Cc2nc(-c3cccc(C)c3)oc2C)cc1 (stereo not given)
  -9	-15	6	6	19	-11	-2	4
- Cc1ccc(NS(=O)(=O)c2ccc(C)c(C(=O)N3CCN(C)CC3)c2)cc1
  5	0	-9	-1	5	-18	-8	10

Further structures follow.
Order of values: SENP7 inh	SENP8 inh	Gli-Sufu antag	UBC13 polyUb	Apaf1 inhib	Jurkat NFkB inh	HKDC1 inhibitor	697 NFkB inh
- COc1ccc(-c2coc3cc(OC4OC(CO)C(O)C(O)C4O)ccc3c2=O)cc1 (stereo not given)
  -4	2	-77	3	1	-30	-7	-122
- CN(C(=S)NC(=O)C1(C)CC1(Cl)Cl)c1ccccc1 (stereo not given)
  3	3	7	-11	-2	5	-3	22
- Cn1c(C(C(=O)NCC2CCCO2)N(C(=O)Cn2nnc3ccccc32)C2CCCCC2)nc2ccccc21 (stereo not given)
  -2	0	7	2	-9	0	1	5
- COc1cc(/C=C2\N=C(C)OC2=O)cc(Cl)c1OC(C)=O
  -8	-5	0	1	2	-9	1	1
- COC(=O)[C@@H](NC(=O)N1CCN(C(=O)C2COc3ccccc3O2)CC1)C(C)C (stereo not given in full)
  -5	1	-6	3	-15	14	-1	3
- COc1ccc(/C=C/C(=O)c2ccc3c4c(cccc24)CC3)cc1OC
  -1	-14	12	-7	23	24	10	6
- Cc1cc(CN(C)Cc2cn(C)nc2-c2ccc(Oc3ccccc3)cc2)on1
  2	3	6	4	-6	2	-3	7
- CC1CCCCC1NC(=O)C(Cc1ccccc1)NS(=O)(=O)c1cccs1 (stereo not given)
  0	4	9	9	-15	5	-7	1
- CCSc1nnc2ccc(-c3ccco3)nn12
  13	1	3	-2	-11	9	-6	30
- CC(C)CCNC(=O)c1nn(Cc2ccccc2)c(=O)c2ccccc12
  6	1	11	4	12	2	1	-21

The last 7 compounds of the section above open the next one:
Order of values: SENP7 inh	SENP8 inh	Gli-Sufu antag	UBC13 polyUb	Apaf1 inhib	Jurkat NFkB inh	HKDC1 inhibitor	697 NFkB inh
- COc1cc(/C=C2\N=C(C)OC2=O)cc(Cl)c1OC(C)=O
  -8	-5	0	1	2	-9	1	1
- COC(=O)[C@@H](NC(=O)N1CCN(C(=O)C2COc3ccccc3O2)CC1)C(C)C (stereo not given in full)
  -5	1	-6	3	-15	14	-1	3
- COc1ccc(/C=C/C(=O)c2ccc3c4c(cccc24)CC3)cc1OC
  -1	-14	12	-7	23	24	10	6
- Cc1cc(CN(C)Cc2cn(C)nc2-c2ccc(Oc3ccccc3)cc2)on1
  2	3	6	4	-6	2	-3	7
- CC1CCCCC1NC(=O)C(Cc1ccccc1)NS(=O)(=O)c1cccs1 (stereo not given)
  0	4	9	9	-15	5	-7	1
- CCSc1nnc2ccc(-c3ccco3)nn12
  13	1	3	-2	-11	9	-6	30
- CC(C)CCNC(=O)c1nn(Cc2ccccc2)c(=O)c2ccccc12
  6	1	11	4	12	2	1	-21
- CCc1ccc(NC(=O)N2CCCCCC2)cc1
  -2	3	-73	2	3	-78	-2	-60
- Cn1cnnc1SCc1ccc(C(=O)NN)cc1
  6	-1	-2	6	-3	-3	-4	19
- COCCN1Cc2cccc(C(=O)NC(C)CCc3ccco3)c2C1=O (stereo not given)
  0	2	6	3	-8	7	0	-4
- O=C(CSC1CN(C(c2ccccc2)c2ccccc2)C1)N/N=C/c1ccccc1
  5	0	6	-2	13	0	7	1
- c1ccc(NC2=Nc3ccccc3CC2)cc1
  5	0	-9	-4	19	-82	-7	-47
- COc1ccc(OCc2nnc(SCC(=O)NC3CCCCC3)o2)cc1
  -4	-6	1	5	3	-22	3	-2
- CCCOc1ccccc1NC(=O)/C=C/C(N)=O
  -3	-7	1	-6	-6	13	4	12
- O=C(COC(=O)c1ccc([N+](=O)[O-])s1)Nc1cccc(S(=O)(=O)NC2=NCCCCC2)c1
  37	61*	6	-13	20	5	1	21
- COC(=O)C1=C(C(=O)OC)[C@@H]2N(C)c3ccc(OC)cc3[C@@]23C[C@@H](C(=O)OC)N(S(=O)(=O)c2ccc([N+](=O)[O-])cc2)C3=N1
  11	-3	-9	-23	10	-38	-1	4
- CCSc1nc2sc3c(c2c(=O)[nH]1)CCCC3
  -4	-5	1	7	-6	-6	4	7

Next part:
Order of values: SENP7 inh	SENP8 inh	Gli-Sufu antag	UBC13 polyUb	Apaf1 inhib	Jurkat NFkB inh	HKDC1 inhibitor	697 NFkB inh
- Cc1cccc(-c2n[nH]c(=S)n2-c2ccccc2)c1[N+](=O)[O-]
  -5	1	-1	4	-2	0	-5	-16
- COc1ccccc1N(CC(=O)NCCSc1ccccc1)S(=O)(=O)c1ccccc1
  0	10	10	3	22	11	8	8
- O=C(CC1(O)C(=O)N(Cc2ccc3c(c2)OCO3)c2ccccc21)c1ccccc1 (stereo not given)
  -6	-13	4	6	13	-7	-4	0
- COc1ccc(C(=O)NC(=S)NC2CCCCC2)cc1
  -16	-5	x	2	15	-80	3	-117
